Mito fusion act = mitochondrial division inhibition or fusion activation; AID 485298; Potency, µM (doses to about 46.1 µM), inactives show at the top dose growth rescue (activation), most hits filed as activators; hit rate 0.23% among 320,000; S. cerevisiae fusion-defective mutant growth rescue, CellTiterGlo 48 h;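 note: potency is the fitted concentration of half-maximal effect; % of control where 0% means no effect; nearly all actives have a fitted effect of over 45% in size; temperature-sensitive fusion mutants such as fzo1-1 at 37 °C on non-fermentable ethanol glycerol medium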
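S. cerevisiae fusion-defective temperature-sensitive mutants (e.g. fzo1-1, mgm1-5) grown 48 h at 37C in YPEG (ethanol/glycerol non-fermentable) medium with 23 nl compound per well; growth rescue read as CellTiterGlo luminescence.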
TCR act = T cell receptor activation; AID 504894; Potency, µM (titrated, usually from 9.22 µM), inactives show at the highest dose activation of IL-2 secretion, most hits filed as activators; primary human leukocytes, anti-CD3, IL-2 HTRF, 48 h; 330,000 tested, under 10 active; note: % of control where 0% means no effect
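TCR engagement came from a-CD3 beads alone, with compounds added to primary human leukocytes for 48 hr. Secreted IL-2 bridged europium cryptate- and d2-labelled anti-IL-2 antibodies, giving FRET emission at 665nm after 320nm excitation.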
Integrin act MD = activates integrin-mediated alleviation for muscular dystrophy. alpha7betagal myoblasts, beta-gal FDG fluorescence, 48 h. Potency, µM (titrated, usually from 38.3 µM), for the others: top-dose activation, most hits filed as activators. hit rate 0.064% among 350,000. AID 624291;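 note: potency is the fitted concentration of half-maximal effect; 100% = response of the positive control SU9516; nearly all actives have a fitted effect of over 60% in size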
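Alpha7betagal+/- myoblasts (passage 13) were plated 16-24 hr, then exposed to compounds (1:260 dilution of DMSO stock) for 48 hours at 37C. After MPER lysis, β-galactosidase reporter activity was read as FDG fluorescence (ex 480/em 540) after 30 minutes.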
S-ASM inh = blocks human secretory acid sphingomyelinase. P17405. placental ASM, HMU-PC fluorogenic substrate, 60 min. Potency, µM (doses to about 57.5 µM), for inactives: top-dose activity change, negative = inhibition, hits mostly inhibitors. hit rate 0.006% among 340,000. AID 504937; note: potency is the fitted concentration of half-maximal effect
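qHTS format. ASM enzyme prepared from human placenta hydrolyses the fluorogenic substrate HMU-PC0 (9 uM final) over 60 min at 37 °C after a 10 min compound preincubation.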
Tb PFK inh = inhibitors of T. brucei phosphofructokinase; O15648; T. brucei PFK, ADP-Glo luminescence; Potency, µM (titrated, usually from 57.5 µM), for the others: at the top dose activity, negative = inhibition, most hits filed as inhibitors; hit rate 0.17% among 330,000;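 note: potency is the fitted concentration of half-maximal effect; 0% = uninhibited 1x PFK enzyme wells and -100% = no-enzyme wells; nearly all actives have a fitted effect of over 60% in size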
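Luminescent ADP detection (ADP-Glo, two-step: ATP depletion then ADP-to-ATP conversion for luciferase) reported PFK activity after 45 min room-temperature reaction of 1.25 nM enzyme with 0.5 mM F6P and 0.1 mM ATP at pH 8.0.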
Eya2 phos inh = blocks the phosphatase activity of human Eya2. hit rate 0.006% among 330,000. O00167. recombinant Eya2, OMFP fluorescence dephosphorylation (OMFP is methylfluorescein phosphate). Potency, µM (series often up to 76.9 µM), for inactives: top-dose activity, negative = inhibition, actives largely listed as inhibitors; note: potency is the fitted concentration of half-maximal effect; % is set by controls: 0 for no effect and ±100 for the full control effect
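Eya2 protein (added as 0.2 uM solution) was preincubated with compound for 10 min at ambient temperature in 50 mM HEPES pH 7.5, 50 mM NaCl, 5 uM MgCl2, 0.05% BSA, 1 mM DTT. OMFP (added at 50 uM) then reacted 10 min; fluorescence read at 485/525 nm.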
A-T KAP1 phos = candidate therapy for ataxia-telangiectasia; […] A-T fibroblasts, KAP-1 phosphorylation AlphaLISA; neocarzinostatin DNA damage 30 min before lysis; Potency, µM (highest dose often 57.5 µM), for the others: top-dose activation, actives largely listed as activators; hit rate 0.19% among 320,000; AID 485349; note: potency is the fitted concentration of half-maximal effect; % of control where 0% means no effect; nearly all actives have a fitted effect of over 45% in size
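ATM-like activity read as KAP-1 phosphorylation via AlphaLISA donor/acceptor antibody pairs after lysis and 6 hr at 25C. Cells were ATM-null patient fibroblasts ([…], hTERT), dosed 60 min, then exposed to the DSB inducer NCS for 30 min.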
ELG1 repair inh = ELG1-dependent DNA repair inhibition. HEK293T ELG1-luciferase reporter, luminescence, 16 h; DNA damage induced by 5-fluorouridine. Potency, µM (doses to about 46.1 µM), for inactives: at the top dose activity change, negative = inhibition, most hits filed as inhibitors. hit rate 2.3% among 330,000; note: potency is the fitted concentration of half-maximal effect; % is set by controls: 0 for no effect and ±100 for the full control effect; nearly all actives have a fitted effect of over 55% in size
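Reporter activity after DNA damage by 5-fluorouridine is monitored. Compound-treated cells incubate 16 hr at 37 °C, then ONE-Glo is added for 30 min before luminescence reading.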
TSHR antag = human thyrotropin receptor antagonism; hit rate 0.2% among 330,000; P16473; TSHR-expressing cells, TSH-stimulated cAMP HTRF, 2 h; hits give low values; AID 504810; activity change, negative = inhibition, % at 11.5 µM;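 active = activity change below a set negative limit, meaning inhibition stronger than a set level, cut at about -70% in these data; inconclusive = activity change between two set negative limits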; note: % is set by controls: 0 for no effect and ±100 for the full control effect
Target sequence (P16473 whole entry, looked up): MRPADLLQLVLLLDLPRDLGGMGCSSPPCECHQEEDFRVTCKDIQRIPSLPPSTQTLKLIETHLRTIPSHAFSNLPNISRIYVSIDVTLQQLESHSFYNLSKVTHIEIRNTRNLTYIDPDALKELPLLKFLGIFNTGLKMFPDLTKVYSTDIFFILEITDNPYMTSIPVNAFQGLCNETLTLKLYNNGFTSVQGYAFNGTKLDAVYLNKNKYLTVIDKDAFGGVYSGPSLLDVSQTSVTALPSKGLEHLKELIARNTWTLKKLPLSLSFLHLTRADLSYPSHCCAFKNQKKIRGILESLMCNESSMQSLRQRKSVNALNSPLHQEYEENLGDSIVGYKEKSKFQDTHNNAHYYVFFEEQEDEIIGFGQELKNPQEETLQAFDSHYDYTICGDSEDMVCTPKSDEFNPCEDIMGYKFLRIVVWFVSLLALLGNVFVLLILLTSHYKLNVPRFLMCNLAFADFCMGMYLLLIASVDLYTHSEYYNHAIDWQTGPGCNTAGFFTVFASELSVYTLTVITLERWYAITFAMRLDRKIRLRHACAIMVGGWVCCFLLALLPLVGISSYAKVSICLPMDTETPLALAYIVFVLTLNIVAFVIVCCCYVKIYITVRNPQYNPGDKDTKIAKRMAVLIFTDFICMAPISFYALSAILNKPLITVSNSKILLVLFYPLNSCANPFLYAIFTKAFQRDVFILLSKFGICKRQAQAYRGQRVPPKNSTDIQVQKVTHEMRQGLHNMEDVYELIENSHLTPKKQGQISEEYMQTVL
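TSHR-expressing cells, 200/well, pre-treated with compound, then stimulated with EC80 TSH (4nM final) for 2 hours at 37 deg C. cAMP measured by competitive HTRF: anti-cAMP cryptate antibody in lysis buffer plus cAMP-d2, read after 30 minutes at room temperature.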
Chronic BCR inh = inhibitors of chronic active B-cell receptor signaling | ABC-DLBCL IkBa-CBG/CBR reporter, luminescence ratio, 4 h | Potency, µM (highest dose often 46.1 µM), for inactives: top-dose ratio change, negative = lower green/red ratio, most hits filed as inhibitors | hit rate 0.05% among 340,000; active = well fitted inhibition curve with a large enough effect in the signal ratio, with a control signal flat, not every such curve was filed as active; inconclusive = small, poorly fitted or top-dose-only effect, or effect the other way, or a change in a side signal; the % refers to the signal ratio;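 note: potency is the fitted concentration of half-maximal effect; plate controls were basal doxycycline-induced cells for no effect and cells given 10 µM MG132 for full effect; MG132 reads +100%, hits lower the ratio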
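TMD8 human ABC-DLBCL cells with doxycycline-inducible IκBα–green luciferase fusion and unfused red luciferase, in 0.5% FBS medium; compounds up to 46 uM, 4 h at 37C. Green/red luminescence ratio, filter-overlap corrected, fitted to concentration-response curves.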
TSG101-PTAP inh = blocks PTAP/TSG101 interaction to inhibit HIV-1 budding; Potency, µM (series often up to 115 µM), without a hit: at the highest dose activity change, negative = inhibition, actives largely listed as inhibitors; Q99816; 340,000 tested, under 10 active; AID 493005; Fluorescence polarization, FITC-PTAP peptide / Tsg101 binding; active = well fitted inhibition curve with a large enough effect in the main read-out, with a control signal flat, not every such curve was filed as active; inconclusive = small, poorly fitted or top-dose-only effect, or effect the other way, or a change in a side signal; inactive = no such curve, though single readings can be large or run the other way; note: potency is the fitted concentration of half-maximal effect; % of control where 0% means no effect
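FP read-out: FITC-PTAP peptide, 50 nM final, binding Tsg101 binding domain, 10 uM final; 20 min, r.t.; 10 mM HEPES pH 7.5, 0.15 M NaCl, 0.01% Tween 20, 3 mM EDTA, 0.1 mM TCEP.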
* hit, by the source's call; ? = inconclusive; nt = no result given; [ ] = another dose, or the depositor's remark. Unless noted, calls come from the whole dose curve; as a rule, active = well fitted curve in the direction sought with a large enough effect; inconclusive = small, poorly fitted or top-dose-only effect, or another doubt; inactive = no such curve, though single readings can be large; an effect the other way counts as inactive or inconclusive. An unsorted share of the library, and some 3.2% of all compounds hit somewhere here.

SMILES	Mito fusion act	S-ASM inh	TSHR antag	ELG1 repair inh	Eya2 phos inh	A-T KAP1 phos	TCR act	Tb PFK inh	Integrin act MD	Chronic BCR inh	TSG101-PTAP inh
C[C@H](CO)N1C[C@H](C)[C@@H](CN(C)Cc2ccc(Cl)c(Cl)c2)Oc2c(NC(=O)Cc3ccccc3)cccc2C1=O	nt	-23.5%	9.2	-2.1%	-10.1%	-2.0%	-0.1%	-4.1%	-48.3%[inhibitor]	?	-3.7%
COc1ccc(-c2nc3ccc(C(=O)NCCCN4CCOCC4)cc3nc2-c2ccc(OC)cc2)cc1	?	20.0%	16.7	?	-3.5%	28.4%	-12.2%	-0.2%	-53.8%[inhibitor]	-0.7%	-0.6%
Nc1nc2ccccc2n1/N=C/c1ccc2c(c1)OCO2	-4.7%	-2.0%	-2.5	?	1.6%	-19.2%	5.3%	6.2%	0.1%	10.6%	1.3%
CCC(OC(=O)c1nsc(Cl)c1Cl)C(=O)NCCOC (centres undefined)	-10.8%	4.1%	4.8	0.4%	?	-5.2%	-4.6%	-1.8%	?	7.6%	-3.8%
CC1(C)CC(=O)C=C(C(=O)N2CCCC(CCC(=O)NCc3ccccc3F)C2)O1 (centres undefined)	-1.8%	1.0%	7.0	?	-0.6%	2.8%	6.2%	1.2%	9.8%	7.0%	0.6%
CCOC(=O)c1ccc(NC(=O)CSC2=NC(=O)C(CC)C(=O)N2)cc1 (centres undefined)	2.9%	-6.4%	0.6	-0.1%	1.5%	nt	-16.4%[46.1 µM]	-4.0%	45.0%	?	-5.1%
CC1CC(C)(C)NC(=S)N1CCC(=O)N1c2ccccc2CC1C (centres undefined)	8.0%	4.3%	18.0	19.3%	0.5%	-5.2%	0.7%	-2.5%	-6.9%	0.6%	-2.0%
COc1cc2c(C(=O)N(C)c3ccc(F)cc3)cn(C)c(=O)c2cc1OC	-1.9%	3.1%	7.1	-10.4%	9.1%	-4.0%	0.1%	2.4%	4.8%	?	-1.9%
CCNC(=O)CC1C(=O)N(c2ccc(C)cc2)C(=O)N1CCC(C)C (centres undefined)	-2.6%	2.0%	9.2	3.5%	7.8%	-4.4%	-5.4%	4.1%	11.0%	1.1%	-1.3%
Cc1ccc(S(=O)(=O)NC2=NCCC2)cc1	-1.2%	2.0%	9.3	24.9%	-19.9%	3.1%	1.1%	0.5%	10.8%	1.0%	-4.0%
O=C(O)Cc1sc(-c2ccc(Cl)cc2)nc1-c1ccccc1	5.4%	14.0%	-7.5	5.5%	6.6%	-3.8%	nt	0.1%	11.8%	6.7%	1.7%
O=C(CN1CCN(C(=O)N2CCOCC2)CC1)Nc1cc(Cl)ccc1Cl	1.5%	7.8%	-3.2	-28.4%	11.5%	3.4%	2.0%	-6.0%	-6.1%	-7.0%	-5.1%
N#CCCN(Cc1ccccc1)C(=S)Nc1ccccc1	-1.6%	3.4%	4.2	0.4%	-3.7%	2.5%	0.7%[46.1 µM]	-5.9%	-17.8%	0.2%	-8.0%
CC(=O)N1CCN(c2cccc(C)c2C)CC1	-11.3%	-0.1%	-12.6	5.0%	0.7%	2.8%	5.4%	0.4%	9.3%	0.4%	-4.5%
CC(=O)Nc1ccc(OCCC[n+]2cccc(C(=O)[O-])c2)cc1	7.4%	2.0%	10.2	2.3%	1.5%	3.0%	-1.1%	-3.3%	-2.1%	-1.5%	-2.7%
O=C(O)C12CC3CC(C1)CC(n1ncc(N4CCN(c5ccccc5)CC4)c(Cl)c1=O)(C3)C2	-3.5%	3.6%	10.6	-0.5%	5.6%	-1.3%	5.2%[46.1 µM]	-0.6%	21.8%	6.4%	-8.9%
O=C(O)CCCN1C(=O)/C(=C\c2ccco2)SC1=S	2.8%	-4.7%	-8.7	-6.1%	3.7%	-0.4%	-3.3%	?	-4.6%	?	-4.7%
CCCc1nc(SCC(=O)N2CCCC2)c2c(=O)n(C)c(=O)n(C)c2n1	0.2%	-0.8%	-13.6	-27.9%	14.4%	-5.7%	3.1%	-8.0%	?	4.0%	-5.3%
O=C(O)c1nn(-c2cccc(C(F)(F)F)c2)ccc1=O	5.2%	-1.1%	-9.7	-11.5%	?	15.8%	1.6%	-1.4%	25.4%	5.6%	-8.6%
CC(=O)c1ccc(OC(C)C)c(Cc2c(O)nc(N)[nH]c2=O)c1	-7.3%	-3.0%	4.6	18.2%	1.5%	-0.7%	10.7%[46.1 µM]	2.8%	6.9%	-2.4%	1.3%
Cc1ccc(S(=O)(=O)NC2CC2)s1	9.2%	-0.6%	12.1	-9.5%	-0.4%	26.4%	3.4%	-4.7%	21.4%	2.8%	-2.0%
CCn1c(SCC(=O)Nc2ccc(C)cc2)nnc1-c1cnccn1	-1.5%	-0.3%	-5.4	0.0%	-11.1%	-4.3%	1.5%	-3.8%	0.0%	?	-2.4%
Cc1ccccc1NC(=O)c1cc(S(=O)(=O)N2CCCCC2)cs1	4.9%	-0.3%	15.8	-27.5%	-10.1%	0.8%	-0.2%	8.0%	10.3%	?	-10.6%
O=c1ccnc(SCCc2ccccc2)[nH]1	-0.5%	-1.3%	4.7	-0.5%	-9.9%	-2.5%	0.1%	-4.6%	9.4%	?	0.4%
O=C(Nc1nc2ccc(F)cc2s1)c1ccccn1	8.3%	-1.1%	-6.2	?	-17.0%	7.2%	-3.2%	-14.5%	-53.3%[inhibitor]	?	0.1%
Cc1cc(O)c(/C=N/Nc2ccccc2)c(=O)o1	-1.1%	1.3%	16.9	3.7%	7.2%	-0.7%	-2.7%	-11.9%	13.2%	3.5%	0.5%
CCN(Cc1ccccc1)C(=O)Cn1c(=O)n(CC(=O)N2CCCCC2)c(=O)c2sccc21	-0.7%	-5.1%	-3.9	1.4%	-2.2%	4.3%	4.8%	4.0%	24.0%	0.7%	-3.6%
CC(C)C(C(=O)C=[N+]=[N-])N1C(=O)c2ccccc2C1=O (centres undefined)	1.4%	0.7%	12.8	-1.8%	1.5%	0.8%	-6.3%	-3.9%	-11.7%	-0.1%	-4.0%
N#CC1=C2SCN(c3ccc(F)cc3)CN2C(=O)CC1c1cccc(F)c1 (centres undefined)	1.9%	-8.2%	4.2	-2.0%	12.0%	3.4%	0.8%	-6.6%	5.8%	-15.4%	6.8%
Cc1ccc(CNC(=O)COc2ccc(S(=O)(=O)N3CCOCC3)cc2)cc1	0.5%	-0.8%	-2.0	12.8%	22.9%	-0.6%	-8.0%	-1.2%	27.7%	?	-2.9%
CCc1nn(C(C)C(=O)Nc2cccc(C)c2C)c(=O)c2cc3occc3n12 (centres undefined)	26.1%	-0.2%	-11.8	?	4.0%	9.8%	0.0%	0.6%	16.0%	-2.0%	-0.6%
O=C(NNC(=O)c1ccccc1O)c1cc2ccccc2o1	17.3%	1.3%	7.6	?	3.4%	-4.6%	3.0%	?	-19.2%	?	-3.1%
CCSc1nnc(NC(=O)CN(C)S(=O)(=O)c2ccc(F)cc2)s1	1.8%	-1.2%	-8.7	-0.4%	-5.3%	nt	4.5%	-5.0%	-21.5%	-1.5%	-6.5%
CN(n1cnc2ccccc2c1=O)S(C)(=O)=O	-1.5%	4.3%	7.5	4.8%	-3.9%	-1.7%	-2.4%	-7.2%	?	?	0.7%
NC(=O)[C@@H]1CCCN1C(=O)c1cc(COc2ccc3c(c2)CCCC3)on1	-3.3%	-2.3%	-9.3	?	-10.8%	-14.4%	-8.4%	-0.8%	-7.9%	-8.9%	nt
COC(=O)C1=C(C)N(C2CCCC2)C(=O)C1(NC(C)=O)C(F)(F)F (centres undefined)	-5.5%	1.5%	5.4	2.2%	7.5%	6.6%	5.3%	0.0%	18.2%	0.8%	-2.1%
